TrxR1 substrate: rat thioredoxin reductase 1 substrate activity; O89049; purified TrxR1 substrate turnover, NADPH consumption readout; Potency, µM (top dose mostly 114 µM), inactives show at the top dose activity change, negative = substrate turnover; 390,000 compounds, 0.01% hits; AID 588456; further: potency means the concentration at half of the fitted maximal effect; on the % scale 0 is the no-effect control and ±100 the full control effect; nearly all actives have a fitted effect of over 50% in size
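Rat TrxR1, dispensed at 90 nM, was prereduced with 400 uM NADPH (final) for 5 min at ~22 deg C, then incubated with compound 15 min before 400 uM selenite. A first-read NADPH fluorescence drop versus no-compound background flagged substrates.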
TrxR1 inh: blocks rat thioredoxin reductase 1; recombinant rTrxR1, NADPH fluorescence consumption, selenite substrate; 390,000 compounds, 1% hits; O89049; Potency, µM (doses to about 114 µM), inactives show at the highest dose activity change, negative = inhibition, hits mostly inhibitors; AID 588453; further: potency means the concentration at half of the fitted maximal effect; on the % scale 0 is the no-effect control and ±100 the full control effect; nearly all actives have a fitted effect of over 65% in size
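Rat TrxR1 (90 nM in the dispensed reagent) was pre-reduced with 400 uM NADPH for 5 min at room temperature, then incubated with compound for 15 min. After 400 uM selenite was added, NADPH fluorescence (Ex 340/Em 450 nm) was followed for 8 min.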
PGK inhibitor: T. brucei PGK inhibition | AID 602233 | PGK/GAPDH coupled, Kinase-Glo luminescence, 60 min | P07378 | Potency, µM (titrated, usually from 57.5 µM), for the others: at the top dose activity change, negative = inhibition, most hits filed as inhibitors | 380,000 compounds, 0.043% hits; further: potency means the concentration at half of the fitted maximal effect; on the % scale 0 is the no-effect control and ±100 the full control effect; nearly all actives have a fitted effect of over 60% in size
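Luminescent ATP detection (Kinase-Glo Plus) follows a 60-minute room-temperature incubation, with wells lacking PGK as controls. Buffer: 100 mM TEA (pH 7.6), 5 mM MgCl2, 0.01% Tween-20. Coupling enzyme GAPDH (100 nM final) supplies unstable 1,3-BPG in-well.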
Pin1 inhibitor: blocks the human prolyl isomerase Pin1; Q13526; Pin1 FP peptide displacement, HiFluor488, 10 min; Potency, µM (top dose mostly 115 µM), inactives show top-dose activity, negative = inhibition, usual class: inhibitors; 390,000 compounds, 0.009% hits; active means well fitted inhibition curve with a large enough effect in the polarisation, with a control signal flat, not every such curve was filed as active; inconclusive means small, poorly fitted or top-dose-only effect, or effect the other way, or a change in a side signal; inactive means no such curve, though single readings can be large or run the other way; the % refers to the polarisation; further: potency means the concentration at half of the fitted maximal effect; on the % scale 0 is the no-effect control and ±100 the full control effect
Target sequence (Q13526 whole entry, looked up): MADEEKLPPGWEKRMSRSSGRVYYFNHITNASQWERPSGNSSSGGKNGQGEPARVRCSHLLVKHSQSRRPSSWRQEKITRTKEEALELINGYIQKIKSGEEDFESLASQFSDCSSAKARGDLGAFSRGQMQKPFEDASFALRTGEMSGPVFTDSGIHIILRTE
GLS inhibitor: glutaminase GLS (human) inhibition | O94925 | GLS enzymatic activity, qHTS titration | Potency, µM (top dose mostly 45.5 µM), without a hit: at the highest dose activity change, negative = inhibition, most hits filed as inhibitors | 410,000 compounds, 0.21% hits | AID 624170; further: potency means the concentration at half of the fitted maximal effect; on the % scale 0 is the no-effect control and ±100 the full control effect
Target sequence (O94925 whole entry, looked up): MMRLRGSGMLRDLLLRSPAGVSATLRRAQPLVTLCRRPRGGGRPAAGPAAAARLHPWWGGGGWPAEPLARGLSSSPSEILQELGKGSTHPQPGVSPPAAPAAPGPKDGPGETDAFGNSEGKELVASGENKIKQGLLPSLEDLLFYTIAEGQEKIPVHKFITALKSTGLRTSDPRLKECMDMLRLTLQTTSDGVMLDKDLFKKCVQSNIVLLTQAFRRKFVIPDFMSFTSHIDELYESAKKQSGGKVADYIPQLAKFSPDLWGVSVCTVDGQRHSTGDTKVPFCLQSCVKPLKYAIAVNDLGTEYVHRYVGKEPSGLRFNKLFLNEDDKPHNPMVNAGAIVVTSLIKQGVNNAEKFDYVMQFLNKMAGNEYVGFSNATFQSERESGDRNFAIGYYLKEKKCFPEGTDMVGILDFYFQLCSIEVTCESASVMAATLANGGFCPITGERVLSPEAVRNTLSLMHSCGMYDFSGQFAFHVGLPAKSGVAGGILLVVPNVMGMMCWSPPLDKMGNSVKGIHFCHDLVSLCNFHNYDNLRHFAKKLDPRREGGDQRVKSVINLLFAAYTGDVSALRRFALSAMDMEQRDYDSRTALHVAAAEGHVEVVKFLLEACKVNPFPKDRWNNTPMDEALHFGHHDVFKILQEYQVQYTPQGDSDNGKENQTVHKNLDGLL
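Coupled fluorescence readout: glutamate oxidase/HRP/Amplex Red detect glutamate formed by hKGA from L-glutamine (1 mM solution added). Buffer 45 mM KH2PO4 pH 8.2, 0.02% Tween-20; reads at t0 and 30 min RT.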
HP1b chromo inh: inhibitors of HP1-beta chromodomain binding to methylated histone tails; Potency, µM (titrated, usually from 114 µM), without a hit: at the highest dose activity change, negative = inhibition, hits mostly inhibitors; AlphaScreen HP1-beta / biotin-H3K9me3 peptide binding; P83916; 390,000 compounds, 0.56% hits; further: potency means the concentration at half of the fitted maximal effect; nearly all actives have a fitted effect of over 70% in size; inactives centre near 23
Target sequence (P83916 whole entry, looked up): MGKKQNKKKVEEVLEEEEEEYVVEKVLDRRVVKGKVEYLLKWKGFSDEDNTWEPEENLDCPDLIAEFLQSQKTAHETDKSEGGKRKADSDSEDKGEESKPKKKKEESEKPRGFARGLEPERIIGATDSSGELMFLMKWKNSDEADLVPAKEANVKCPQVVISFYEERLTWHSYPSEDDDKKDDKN
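HP1-beta protein (50 nM final) preincubated 30 min at room temperature with biotinylated H3(1-18)K9me3 peptide (50 nM) in PBS pH 7.4, 0.01% Tween-20, then compound added for 30 min. AlphaScreen streptavidin donor/nickel chelate acceptor beads (10 ug/mL final), 30 min dark, luminescence read.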
PI4K2A block: PI4K2A (human) kinase inhibition; Q9BTU6; purified PI4K2A, ADP-Glo luminescence, 1 h; stronger effect = lower value; activity change, negative = inhibition, % at 76.9 µM; 420,000 compounds, 0.13% hits; in the data active means activity change below about -50%; inconclusive means mostly about -30% to -49%;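 further: -100% = wells without enzyme as full effect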
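ADP-Glo luminescence measured ADP generated by PI4K2A enzyme (4 ug/mL before mixing) with 1.2 mM PI substrate (pre-mix) and 300 microM ATP (pre-mix). Tris pH7.5 buffer with MgCl2, Triton X-100; 1 h reaction at ambient temperature.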
mIDH1 inhibitor: human IDH1 R132H inhibition | O75874 | IDH1-R132H enzyme, NADPH consumption, diaphorase/resazurin fluorescence | Potency, µM (top dose mostly 76.6 µM), without a hit: at the highest dose activity change, negative = inhibition, most hits filed as inhibitors | 390,000 compounds, 0.093% hits | AID 602179; further: potency means the concentration at half of the fitted maximal effect; on the % scale 0 is the no-effect control and ±100 the full control effect; nearly all actives have a fitted effect of over 65% in size
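IDH1-R132H (0.5 ug/mL) preincubated 30 min with compound, then NADPH (0.016 mM) and alpha-KG (2 mM) added; 80 min at RT, pH 7.5. Remaining NADPH coupled via diaphorase/resazurin to fluorescence (540/590 nm); concentration-response curves normalized to no-enzyme control.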
USP1-UAF1 inh: USP1/UAF1 (human) deubiquitinase inhibition; O94782; recombinant USP1/UAF1, Ub-Rhodamine cleavage fluorescence; Potency, µM (titrated, usually from 57.1 µM), for the others: at the highest dose activity change, negative = inhibition, usual class: inhibitors; 390,000 compounds, 0.23% hits; AID 743255; further: potency means the concentration at half of the fitted maximal effect; on the % scale 0 is the no-effect control and ±100 the full control effect; nearly all actives have a fitted effect of over 60% in size; inactives centre near -12
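1 nM enzyme complex + cpd, 15 min RT; start with Ub-Rho 150nM final; kinetic fluorescence ex 480/em 540, 6 reads q60 s. Buffer 50mM HEPES pH 7.8, 0.5mM EDTA, 0.1 mg/ml BSA, 1mM TCEP, 0.01% Tween-20.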
* hit, by the source's call; i = inactive; ? = inconclusive; . = no result given; & = joins results of further samples; [ ] = dose if it differs, or a comment. Unless noted, the call rests on the fitted dose curve; in most records, active means well fitted curve in the direction sought with a large enough effect; inconclusive means small, poorly fitted or top-dose-only effect, or another doubt; inactive means no such curve, though single readings can be large; an effect the other way counts as inactive or inconclusive. Some of the compounds tested. The share of hits here may be higher or lower than overall.

SMILES	TrxR1 substrate	TrxR1 inh	PGK inhibitor	Pin1 inhibitor	GLS inhibitor	HP1b chromo inh	PI4K2A block	mIDH1 inhibitor	USP1-UAF1 inh
Cc1cccc(N2CCN(C(=O)COc3cccc4c3OC(C)(C)C4)CC2)c1C	-3%	23%	-8%	-10%	-5%	54%[activator]	-3	-9%	-13%
CCOC(=O)/C(=C/c1c2ccccc2cc2ccccc12)NC(=O)c1ccccc1	-3%	-16%	-5%	2%	13%	25%	2	6%	-29%
Fc1ccc(C2=Nn3c(nnc3-c3ccco3)SC2)cc1	-3%	22%[57.1 µM]	i	-8%	3%	13%	2	7%	-5%
CCc1cccc(C)c1NC(=O)Cn1c(=O)n(-c2ccc(C)cc2)c(=O)c2c1cnn2C	3%[2.29 µM]	11%	0%	-1%	0%	30%	4	7%	-27%
Cc1cccc(C(=O)NC(=S)N2CCN(C(=S)NC(=O)c3cccc(C)c3)CC2)c1	0%	-4%	6%	28%	13%	-15%	0	-4%	-8%
COc1cccc(NC(=O)NC2CCCc3ccccc32)c1 (centres undefined)	-6%	-6%	3%	2%	0%	38%	-2	-7%	-10%
O=C(Cn1nnc2c(cnn2-c2ccc(F)cc2)c1=O)OC1CCCCC1	0%	5%	i	-3%	3%	77%	2	10%	-18%
CC1(C(=O)Nc2nnc(C(C)(C)C)s2)Cc2ccccc2C(=O)O1 (centres undefined)	0%	9%	-5%	0%	5%	14%	2	2%	5%
Cc1ccc2nc(Nc3ccccc3)c(/C=N/O)c(=O)n2c1	-3%[57.1 µM]	-15%[57.1 µM]	-4%	2%	18%	3%	-7	5%	-5%
CCOC(=O)c1sc2nc3c(SCCC(=O)O)cc(C(=O)c4cc(OC)ccc4O)cn3c(=O)c2c1C	-20%	?	-15%	?	5.6µM*	-12%	-3	-5%	12%
COC(=O)CN1CC(=O)c2ccccc2S1(=O)=O	4%	-21%	.	-6%	.	45%[activator]	.	.	.
CCN(CC)CCCNC(=O)CN1N=C(c2ccc(OC)cc2)CCC1=O	0%	-1%	-6%&0%	-2%&-1%	-2%&-13%	54%&-1%[activator]	-1&1	1%&-6%	-19%&-5%
CN(C)CC(C)(C)CNS(=O)(=O)c1ccc(Cl)c(Cl)c1	8%[57.1 µM]	22%[57.1 µM]	-10%&-9%	-9%&0%	-21%&29%	-11%&7%	-11&-7	12%&1%	-14%&7%
CC1(C)Cc2ccccc2C(c2cc3ccccc3oc2=O)=N1	-5%	-10%	-7%	-7%	7%	20%	-1	0%	-16%
Cc1cc(NC(=O)NC(=O)c2ccccc2)no1	-6%	-6%	-6%	0%	4%	17%	0	-2%	-13%
CCN(Cc1ccccc1)S(=O)(=O)c1ccc(N2CCCCS2(=O)=O)cc1	-4%[57.1 µM]	8%[57.1 µM]	i	0%	-14%	0%	1	-12%	-7%
O=C(Cn1ncc2c(Cl)cccc21)NCc1cccc(F)c1	0%	2%	.	-3%	1%	11%	-1	.	-4%
O=C(CCNC(=O)c1ccc(Br)cc1)Nc1ccccc1N1CCCC1	8%	2%	-7%	-2%	14%	5%	2	-1%	-14%
O=C(NC1CCCCCC1)c1ccc(-n2cnnc2)cc1	4%	20%	i	-1%	3%	25%	-8	-4%	-22%
COc1ccc(/C=C/C(=O)NC(=S)Nc2ccc(N3CCN(C(C)=O)CC3)cc2)cc1	3%	-4%	i	1%	1%	59%[activator]	-4	4%	-24%
CC1CCCC(NC(=O)COC(=O)c2c[nH]c(=O)[nH]c2=O)C1C (centres undefined)	-2%	0%	-10%	-1%	5%	3%	-18	7%	-6%
Cc1ccc(S(=O)(=O)N2CCN(CCOc3cccc(C)c3)CC2)cc1	-7%	5%	-1%	?	3%	33%	2	-2%	-4%
COc1ccc(C)cc1NC(=O)C1CCN(S(C)(=O)=O)CC1	-5%	-4%	-6%	0%	-8%	31%	2	0%	-12%
CCCC1=C(C(=O)OCC)C(c2ccc(OC)c(C)c2OC)C(C#N)=C(N)O1 (centres undefined)	-8%	-17%	-1%	-1%	14%	0%	4	8%	-13%
CCCS(=O)(=O)c1nc(S(=O)(=O)c2ccc(C)cc2)c(N2CCC(C(N)=O)CC2)s1	-7%	?	5%	-2%	12%	27%	0	-3%	-13%
COc1ccc(NC(=O)Nc2c(C)n(-c3ccccc3)c(=O)n2C)cc1OC	-2%	-6%	1%	-1%	21%	24%	-5	3%	-4%
CCc1nn(Cc2c(C)cc(C)cc2C)c(=O)c2cc3cc(C)ccc3n12	2%	14%	-5%	0%	-8%	19%	2	6%	-25%
Cn1nc(C(=O)Nc2cccc(C(F)(F)F)c2)c2ccccc2c1=O	-1%	9%	2%	-9%	1%	43%[activator]	0	5%	-23%
Cc1cccc(C(=O)N2CCC(n3nnc4cc(F)ccc43)CC2)c1	5%[57.1 µM]	1%[57.1 µM]	-4%	1%	14%	27%	0	-1%	-3%
CC(C)(C)C(=O)NNC(=O)c1ccc(Oc2cc(Cl)cc(Cl)c2)o1	1%[57.1 µM]	13%[57.1 µM]	-1%	0%	4%	14%	2	-1%	-13%
C#CCN(C[C@@H]1[C@@H](OC(=O)NC2CCCC2)[C@@H](OC(=O)NC2CCCC2)CN(C(=O)OC(C)C)N1C(=O)OC(C)C)S(=O)(=O)c1ccc(C)cc1	.	.	-5%	.	-1%	.	-4	5%	-14%
O=C(c1nc(-c2ccc(Cl)cc2)n2c1CCCCC2)N1CCN(c2ccccc2F)CC1	0%	15%	i	-1%	-1%	?	-7	1%	?
COC(=O)CN1C(=O)NC2(CCCc3ccccc32)C1=O (centres undefined)	4%	8%	2%	3%	-1%	63%[activator]	8	27%	-14%
COc1ccc2c(c1)N(C[C@H](C)CN(C)C)c1ccccc1S2	4%	7%	-8%	0%	26%	-16%	1	3%	-3%
O=C(Cn1cnc2ccccc2c1=O)Nc1cccc(-c2nnc3n2CCCCC3)c1	-9%	-11%[57.1 µM]	3%	0%	0%	36%	-13	4%	5%
Cc1c(CN(C)C(=O)c2sc3cc(Cl)ccc3c2Cl)cnn1C	-7%	1%	-1%	-1%	7%	67%[activator]	-2	7%	-4%
O=c1oc2cc(OCCO)ccc2c2c1CCCC2	135%[activator]	-3%	-6%	0%	0%	21%	0	-1%	-23%
CC(C)c1ccc(-c2cc(C(=O)N3N=C(C(F)F)CC3(O)C(F)F)c3ccccc3n2)cc1 (centres undefined)	9%	22%	-8%	-3%	4%	5%	2	2%	?
Cc1cccc(NC(=O)c2oc3c(c2C)-c2[nH]ncc2CC3)c1C	-2%	4%	-6%	28%	-7%	20%	-9	27%	?
Cc1cc(C)c2sc(NC(=O)C3CC3)nc2c1	5%[57.1 µM]	19%[57.1 µM]	-4%	-3%	-5%	57%[activator]	-2	7%	-13%
O=c1[nH]cnc(O)c1C(c1ccc(Br)cc1)c1c(O)nc[nH]c1=O	4%	3%	4%	-6%	-10%	24%	4	-3%	-6%
O=C(Nc1nnc2n1CCS2)c1cc(C(F)(F)F)cc(C(F)(F)F)c1	1%[57.1 µM]	25%[57.1 µM]	-12%	-8%	-5%	31%[57 µM]	0	-10%	-25%
CC(=O)c1c(C)nc(-c2ccc(Cl)cc2)nc1NC(=O)C(C)C	4%[57.1 µM]	-3%[57.1 µM]	4%	-9%	3%	38%[activator]	-5	0%	-7%
Cc1cccn2c(=O)c(C(=O)NCCc3ccccc3)c(O)nc12	39%[activator]	32%	i	-5%	1%	35%	-8	-14%	-13%
COC(=O)c1cc2ccsc2n1CC(=O)N(C)C1CCCCC1	-1%	5%	i	-4%	-12%	13%	-1	5%	-16%
CCCCOc1cccc(C(=O)N(Cc2ccc(Cl)cc2)C2CCS(=O)(=O)C2)c1 (centres undefined)	0%	15%	1%	-1%	0%	-2%	0	18%	?
CC(C)(C)OC(=O)N1CCC(c2cc(=O)n3[nH]cc(C(=O)Nc4ccc(F)c(Cl)c4)c3n2)CC1	3%	0%	3%	-15%	?	9%[57 µM]	2	?	-3%
O=C(C1CCC(=O)N1Cc1ccccc1Cl)N1CCN(c2ccc(F)cc2)CC1 (centres undefined)	-3%	-5%	3%	0%	23%	24%	-2	2%	-18%
Cc1cc(C(=O)CN2C(=O)C(=O)N(Cc3ccccc3)C2=O)c(C)n1CC1COc2ccccc2O1 (centres undefined)	-3%	6%	i	25%	-13%	12%	1	-5%	-16%
CCOc1ccc(S(=O)(=O)NCc2ccc3c(c2)OCO3)cc1	-3%	13%	-6%	-11%	-1%	28%	4	5%	-6%
COc1cccc(C(=O)NCC(c2cccnc2)N2CCN(c3ccccc3OC)CC2)c1 (centres undefined)	0%[57.1 µM]	-5%[57.1 µM]	-2%	-3%	7%	36%	1	6%	-25%
COc1cccc(NC(=O)CSc2ccc(-c3ccco3)nn2)c1	5%	28µM*	0%	2%	-1%	13%	-6	3%	-16%

Bioassay records from PubChem BioAssay.
